Source: PubChem (several laboratories)
NPY Y2 blocker – blocks the human neuropeptide Y Y2 receptor; NPY-Y2 expressing cells, antagonist mode; inhibition, % at 2.7 µM; actives 0.99% (n = 140,000); AID 793; in the data active means inhibition above about 17%;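 further: 0% = vehicle with agonist challenge and 100% = reference antagonist with challenge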
Target sequence (P49146 whole entry, looked up): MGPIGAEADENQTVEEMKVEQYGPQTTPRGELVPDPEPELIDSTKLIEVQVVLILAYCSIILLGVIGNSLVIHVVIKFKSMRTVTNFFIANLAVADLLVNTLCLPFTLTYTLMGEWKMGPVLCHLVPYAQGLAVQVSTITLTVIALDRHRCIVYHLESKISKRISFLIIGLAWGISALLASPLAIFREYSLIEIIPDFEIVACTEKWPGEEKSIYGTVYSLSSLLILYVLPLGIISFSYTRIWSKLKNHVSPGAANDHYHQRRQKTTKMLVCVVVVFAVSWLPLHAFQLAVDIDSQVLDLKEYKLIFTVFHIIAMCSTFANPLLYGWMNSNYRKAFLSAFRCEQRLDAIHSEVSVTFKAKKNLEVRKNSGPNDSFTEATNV
MRP-1 activ – MRP-1 activation; H69AR cells + doxorubicin, viability rescue, CellTiter-Glo; viability increase, % at 10 µM; actives 0.61% (n = 140,000);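 active means viability gain under doxorubicin at or above a set limit, the compound median plus 3 SD, cut at about 4.7% in these data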;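 further: MRP-1 overexpressing cells given doxorubicin 25 µM after compound pretreatment; 18-22 h compound pretreatment then 72 h with doxorubicin before readout; 0% = doxorubicin-only wells and 100% = vehicle-treated cells without doxorubicin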
Phagocytosis inh – inhibitors of macrophage phagocytosis | J774A.1 macrophage IgG-bead phagocytosis, imaging | inhibition, % at 5 µM | actives 0.07% (n = 110,000) | AID 1029;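 active means inhibition above the mean of the plate negative controls plus 5 SD, cut at about 13% in these data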;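 further: phagocytic index as fraction of beads internalized from green versus red external bead signal; plate controls were DMSO negative control for no effect and cytochalasin-D positive control for full effect; some results beyond the cut were filed as inactive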
BB579 growth dn – yeast BB579 growth reduction in restrictive medium; S. cerevisiae BB579 growth, OD615, 48 h; inhibition, % at 10 µM; actives 0.51% (n = 140,000); AID 804;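 active means inhibition above a set limit, 3 SD over the mean compound inhibition, cut at about 44% in these data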; further: inactives centre near -24
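Test system: DeaD yeast strain BB579 / Buffer or medium: restrictive glucose-based CSMM-D medium / Doses: single 10 µM dose / Schedule: 4 h cell preincubation, 48 h compound exposure, 30 °C humidified / Technique: culture absorbance at 615 nm / Controls: amphotericin B positive control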
Yeast lifespan up – extends the lifespan of yeast; S. cerevisiae growth with nicotinamide, OD615; deaD strain in restrictive glucose medium; inhibition of the nicotinamide effect, % at 10 µM; actives 0.68% (n = 130,000); AID 775;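 active means inhibition above a set limit, placed 3 SD over the median of all compounds, cut at about 26% in these data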;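 further: 0% = nicotinamide-treated wells and 100% = cells grown without nicotinamide; some compounds called inactive have numbers as strong as hits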
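Test system – modified budding yeast, DeaD strain · Compound – single dose 10 µM compound, 0.25% DMSO · Times – culture preincubation 4 h, compound exposure 48 h, both 30 °C · Detection – optical density (absorbance) at 615 nm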
HCT116 bCat-KO – beta-catenin-lacking colon tumor cell growth suppression; HCT116 beta-catenin knockout viability, CellTiter-Glo, 60 h; hits give low values; viability, % at 10 µM; actives 1.5% (n = 140,000); AID 818;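 active means viability at or under a set limit, the compound median less 4 SD, cut at about 6% in these data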;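 further: 0% = Hyamine 1622 control at 20 µM and 100% = untreated cell control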
E-sel TNF inh – TNF alpha driven E-selectin expression inhibition. actives 0.71% (n = 120,000). HUVEC TNFa-induced E-selectin immunofluorescence, high content. inhibition, % at 2 µM. AID 1246;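 active means inhibition above the batch mean plus 3 SD, and confirmed as a hit on visual image review, cut at about 43% in these data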;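 further: 0% = TNF-stimulated DMSO wells and 100% = unstimulated control wells; not every result past the cut was called active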
Measles CPE – protection of cells from measles virus. actives 1.5% (n = 140,000). Measles virus-infected cells, CPE protection, absorbance. protection (pct of control), % at 4 µM; in the data active means protection mostly above about 24%, no sharp cut-off; inactive means mostly below about 26%; further: some compounds called inactive have numbers as strong as hits
GALR2 blocker – antagonists of human galanin receptor 2 (GALR2); O43603; GALR2-expressing cells, antagonist mode; inhibition, % at 4 µM; actives 0.39% (n = 140,000); in the data active means inhibition above about 27%;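 further: cells stimulated with galanin 1-16 at roughly its EC80; 0% = agonist challenge control and 100% = basal control without agonist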
Target sequence (O43603 whole entry, looked up): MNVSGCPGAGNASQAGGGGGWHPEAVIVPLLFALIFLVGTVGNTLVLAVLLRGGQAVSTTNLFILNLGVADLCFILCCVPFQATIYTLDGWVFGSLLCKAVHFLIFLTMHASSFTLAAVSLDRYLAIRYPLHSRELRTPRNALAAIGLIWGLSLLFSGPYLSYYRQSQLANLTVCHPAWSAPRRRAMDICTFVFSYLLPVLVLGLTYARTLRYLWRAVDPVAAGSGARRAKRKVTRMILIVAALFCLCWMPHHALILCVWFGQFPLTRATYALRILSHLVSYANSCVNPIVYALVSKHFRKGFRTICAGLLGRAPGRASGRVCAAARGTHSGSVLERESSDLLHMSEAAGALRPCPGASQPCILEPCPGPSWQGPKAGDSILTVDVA
PTEN del growth – growth suppressors of cells with PTEN tumor suppressor deletion; HCT116 PTEN-null viability, CellTiter-Glo, 60 h; hits give low values; viability, % at 10 µM; actives 1.2% (n = 140,000);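 active means viability at or below a set limit, 4 SD under the median of all tested compounds, cut at about 3.7% in these data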;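 further: PTEN knockout HCT116 line with beta catenin targeted HCT116 as companion control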
* marks the source's active call; other numbers are inactive results; x = not tested or not shown.

SMILES | NPY Y2 blocker | MRP-1 activ | Phagocytosis inh | BB579 growth dn | Yeast lifespan up | HCT116 bCat-KO | E-sel TNF inh | Measles CPE | GALR2 blocker | PTEN del growth
CCc1ccc(NC(=O)c2cc(C(C)C)on2)cc1 | 7 | 0.9 | x | -2 | -16 | 89 | -20 | 3 | -6 | 87
NC(=O)c1ccc(NC(=O)c2ccccc2S(=O)(=O)c2ccccc2[N+](=O)[O-])cc1 | 1 | -2.4 | -1 | 5 | -6 | 85 | x | 5 | -11 | 81
O=C(NCc1ccccc1)c1ccc(CN2CCOCC2)cc1 | 1 | -1.1 | -1 | -6 | -15 | 83 | -45 | 4 | -2 | 94
COC(=O)[C@H](CCSC)NC(=O)NCCc1ccc(F)cc1 | 6 | -0.3 | 0 | -15 | -3 | 95 | 12 | 2 | -8 | 105
O=C(N/N=C\c1ccc2c(c1)OCO2)c1ccco1 | 4 | -0.1 | -8 | -27 | -5 | 83 | -39 | 8 | 10 | 92
CCn1nnnc1SCC(=O)c1ccc2c(c1)OCCO2 | 0 | -0.5 | x | -32 | 1 | 101 | 5 | -1 | -2 | 93
Cc1ccc(NC(=O)CN(C)S(=O)(=O)c2ccc(Br)s2)cc1F | 7 | -0.8 | -3 | -37 | 1 | 85 | 5 | 10 | 6 | 85
Cc1cc(Br)ccc1SCC(=O)OCC(=O)NCc1ccc2c(c1)OCO2 | 8 | -1.8 | -3 | -49 | -1 | 86 | x | 14 | 2 | 100
COC(=O)c1ccc2c(=O)n(Cc3ccco3)c(SCC(=O)Nc3ccccc3Cl)nc2c1 | 0 | -2.7 | -3 | -40 | -10 | 68 | 25 | 2 | 6 | 21
COc1cc(OC)c(OC)cc1/C=N/NC(=O)C[n+]1ccccc1 | 2 | -0.9 | -6 | -3 | -2 | 93 | -7 | 2 | 4 | 102
COc1ccc(-c2nc(N)n[nH]2)cc1 | 1 | 1.1 | -1 | -25 | -16 | 100 | -1 | 4 | 4 | 100
Fc1ccc(C(c2nnnn2Cc2cccs2)N2CCN(C3CCCCC3)CC2)cc1 (configuration not stated) | 12 | -3.1 | -1 | -29 | -5 | 74 | -17 | 10 | 0 | 74
Cc1ccsc1C(C(=O)NC1CCCCC1)N(C(=O)Cc1cccs1)C1CC1 (configuration not stated) | 7 | -2.6 | -1 | -27 | -5 | 74 | -3 | 3 | 11 | 69
CCOc1ccccc1NC(=O)CN(C)S(=O)(=O)c1cccc2nsnc12 | 8 | -0.5 | x | -34 | -11 | 84 | 4 | 5 | 5 | 86
CCOc1cc(C2C(C(=O)N3CCCCC3)=C(C)NC3=C2C(=O)CCC3)cc(Br)c1O (configuration not stated) | 1 | -0.3 | -1 | -1 | -1 | 98 | 9 | 1 | 10 | 101
Cc1cc(C(F)(F)F)nn1-c1nc(-c2ccco2)cc(C(F)(F)F)n1 | 6 | -2.5 | -1 | -16 | -28 | 95 | x | 4 | -9 | 89
CCCCCCCCOC(=O)CCn1[nH]c(=O)c2ccccc2c1=O | 2 | -2.4 | x | 1 | 0 | 91 | -2 | 6 | -7 | 96
O=C(N/N=C/c1ccc2ccccc2c1)c1ccc(COc2ccc3c(c2)CCC3)o1 | 2 | -0.9 | x | -58 | -5 | 53 | -2 | 11 | -4 | 70
N#CCCN(C(=O)c1ccco1)c1ccccc1 | 3 | -1.9 | 0 | -42 | -2 | 96 | -16 | 15 | -2 | 102
Cc1cn(-c2ccc(Br)cc2)[nH]c1=O | 4 | -3.0 | 0 | -8 | -5 | 97 | -40 | 8 | 8 | 95

Retrieved one by one from the list above (three):
SMILES | NPY Y2 blocker | MRP-1 activ | Phagocytosis inh | BB579 growth dn | Yeast lifespan up | HCT116 bCat-KO | E-sel TNF inh | Measles CPE | GALR2 blocker | PTEN del growth
N#CCCN(C(=O)c1ccco1)c1ccccc1 | 3 | -1.9 | 0 | -42 | -2 | 96 | -16 | 15 | -2 | 102
O=C(N/N=C/c1ccc2ccccc2c1)c1ccc(COc2ccc3c(c2)CCC3)o1 | 2 | -0.9 | x | -58 | -5 | 53 | -2 | 11 | -4 | 70
Fc1ccc(C(c2nnnn2Cc2cccs2)N2CCN(C3CCCCC3)CC2)cc1 (configuration not stated) | 12 | -3.1 | -1 | -29 | -5 | 74 | -17 | 10 | 0 | 74

The results go on.
SMILES | NPY Y2 blocker | MRP-1 activ | Phagocytosis inh | BB579 growth dn | Yeast lifespan up | HCT116 bCat-KO | E-sel TNF inh | Measles CPE | GALR2 blocker | PTEN del growth
COc1ccc(C2CC(c3ccc(C)cc3)Nc3nc(N)nn32)cc1 (configuration not stated) | 4 | -1.3 | 1 | -24 | -4 | 84 | x | 6 | -10 | 85
COc1ccc(CNC(=O)c2c(-c3cc(Cl)c(OC)c(Cl)c3)noc2C)cc1 | 2 | -2.5 | x | 7 | -11 | 84 | -14 | 7 | 2 | 82
Cc1c(-c2nnc(-c3ccc(C(F)(F)F)cc3)o2)cnn1-c1ccccc1 | -1 | 2.2 | -1 | -29 | -3 | 80 | 15 | 15 | -5 | 72
Cc1ccc(N=Cc2ccc[nH]2)c(O)c1 | 1 | -2.3 | -1 | 12 | -10 | 77 | -15 | 3 | 4 | 69
Cc1cccc(NC(=O)COC(=O)Cc2c[nH]c3ccccc23)c1C | 2 | -2.9 | -2 | -52 | -2 | 79 | -29 | 17 | -4 | 88
O=c1c2c(-c3ccc([N+](=O)[O-])cc3)csc2nc2n1CCC2 | 1 | -3.4 | x | -11 | x | 82 | -3 | 17 | 17 | 80
O=C(CN1CCOCC1)Nc1nc2ccc(F)cc2s1 | 0 | -3.9 | -1 | -5 | -4 | 88 | -28 | 19 | 2 | 87
COc1ccc(-c2noc(CN3CCC(Cc4ccccc4)CC3)n2)cc1 | 5 | -1.3 | 0 | -36 | x | 85 | -28 | 4 | -6 | 84
COc1cc(C(=S)N2CCOCC2)cc(OC)c1OC(=O)Cc1ccc(F)cc1 | 4 | -3.6 | 1 | -23 | 1 | 94 | -15 | 15 | 7 | 95
COc1ccc(C)cc1S(=O)(=O)Nc1ccc(F)cc1 | 2 | -2.1 | 3 | -1 | -16 | 79 | -7 | 16 | -3 | 82
CCCc1c(O)nc(SCCN(CC)CC)[nH]c1=O | 2 | -0.2 | -2 | -39 | 6 | 110 | -2 | 6 | -7 | 113
O=C(c1ccc([N+](=O)[O-])cc1)N1CCOC12CCN(c1ncc(C(F)(F)F)cc1Cl)CC2 | 5 | -2.0 | -1 | -30 | -8 | 101 | x | 5 | -13 | 78
COc1ccc(Cl)cc1NC(=S)N1CCN(C(=O)c2ccco2)CC1 | 1 | -1.1 | -2 | -55 | -16 | 88 | -9 | 3 | 1 | 101
CC(C)C(c1nnnn1C1CCCCC1)N1CCc2ccccc2C1 (configuration not stated) | 4 | -0.9 | 0 | -51 | 0 | 88 | 17 | 20 | 0 | 95
COc1cccc(C(c2sc3ncnn3c2O)N2CCN(C(=O)c3ccco3)CC2)c1 (configuration not stated) | -1 | 0.3 | x | -54 | -7 | 112 | 15 | 4 | 7 | 106
COC(=O)/C(=C/c1ccc(OC)cc1)NC(=O)c1ccco1 | 1 | -0.2 | -6 | -7 | -3 | 97 | x | 17 | 5 | 101
O=C(Nc1cc(Sc2nc3ccccc3s2)cc([N+](=O)[O-])c1)c1ccccc1F | 0 | -3.0 | x | -21 | -20 | 76 | -16 | 5 | -12 | 67
Cc1ccc(-c2csc3nc(C)n(N)c(=O)c23)o1 | 1 | 0.1 | 0 | 2 | -13 | 97 | -2 | 18 | -10 | 92
Cc1nc(-c2cccnc2)sc1C(=O)Nc1ccc(C(F)(F)F)cc1 | 5 | -1.5 | 0 | -39 | -12 | 55 | 10 | 12 | 2 | 66
COc1ccc(S(=O)(=O)N2CCN(CC(=O)Nc3cc(C(F)(F)F)ccc3Cl)CC2)cc1 | -1 | -3.2 | x | -44 | -16 | 69 | -22 | 19 | -2 | 80
CC(=O)NC1(C(F)(F)F)N=C2SCCN2C1=O (configuration not stated) | 2 | 0.0 | 2 | -18 | 3 | 95 | 2 | 7 | -10 | 96
CCc1ccccc1NC(=O)CSc1nc2n[nH]c(C)c2c(=N)n1-c1ccc(OC)cc1 | 2 | -4.3 | x | -28 | -1 | 84 | -28 | 16 | 16 | 74
Cc1ccc(/C=C/C(=O)NCCCN2CCN(CCCNC(=O)/C=C/c3ccc(C)o3)CC2)o1 | 0 | -2.4 | -2 | -8 | -3 | 92 | 16 | 10 | -8 | 95
CC1CCCCC1NC(=O)c1cncc(Br)c1 (configuration not stated) | 1 | -0.8 | 0 | -32 | -6 | 76 | -6 | 11 | 8 | 96
CSc1nc(SC)c2c3c(oc2n1)COC(C)(C)C3 | 5 | -3.7 | 0 | -39 | -2 | 84 | -16 | 8 | 0 | 82
O=C(NCC1CCCO1)c1cc2c(s1)CS(=O)(=O)C2 (configuration not stated) | 5 | -0.8 | 10 | 14 | -12 | 91 | -9 | 29 | -1 | 99
Cn1c(Cn2nnc3ccccc32)nnc1SCC(=O)N1c2ccccc2Sc2ccccc21 | 2 | 1.0 | 0 | -34 | -9 | 67 | x | 4 | -4 | 60
Cc1cccc(NC(=O)c2ccc(OCC(=O)NCc3ccccc3)cc2)c1C | 2 | -5.2 | 0 | -7 | -6 | 52 | -11 | 28 | 2 | 40
O=C(NC1(C(F)(F)F)C(=O)Nc2c1c(=O)[nH]c(=O)n2Cc1ccccc1)c1ccc(Cl)cc1 (configuration not stated) | 0 | -1.0 | -1 | -21 | -27 | 107 | -5 | 5 | 9 | 93
Cc1cnc(NC(=O)COc2ccccc2Cl)s1 | 1 | -3.8 | -3 | 3 | -10 | 87 | -9 | 16 | 1 | 85
O=C(O)C1CC=CCC1C(=O)Nc1ccc(F)c(F)c1 (configuration not stated) | 2 | -0.9 | 0 | -6 | -12 | 84 | 7 | 20 | -14 | 119
c1ccc(Cn2c(SCc3nc4ccccc4s3)nnc2-c2ccco2)cc1 | 5 | -5.0 | 0 | -39 | -4 | 42 | -7 | 29 | -10 | 58
Cc1cc(C(F)(F)F)nc(SCc2ccc(C(=O)O)o2)n1 | 2 | -0.4 | -1 | -10 | -6 | 101 | x | 17 | -1 | 103
CC(C)Cc1nnc(NC(=O)CCC(=O)N2CCOCC2)s1 | 4 | 0.6 | -2 | -7 | 0 | 101 | 2 | 5 | -1 | 96
Cc1ccc(-n2c(C)cc3c2CCCC3=O)cc1 | 4 | -0.8 | -1 | -31 | -10 | 86 | 2 | 10 | -3 | 87
CCC1NC(=S)N(C2CCCCC2)C1=O (configuration not stated) | 3 | 0.4 | x | -49 | 4 | 97 | 18 | 15 | -4 | 107
CCSc1nnc([C@H](C)NC(=O)OC(C)(C)C)o1 | 0 | -2.3 | -1 | 7 | -5 | 102 | -10 | 8 | 5 | 98
COc1ccccc1NC(=O)C1=C(C)Nc2nc(-c3ccccc3)nn2C1c1ccccn1 (configuration not stated) | -2 | -4.2 | 0 | -22 | -8 | 93 | x | 28 | -3 | 97
CC(C)Cn1c(CNC(=O)c2ccccc2)nc2ccccc21 | -1 | -2.2 | -2 | 9 | -2 | 90 | x | 4 | -1 | 93

Rows are unselected, and some 6.4% of all compounds hit somewhere here.
